KKLEB tox: cytotoxicity in KKLEB CF airway cells, primary screen, cytotoxicity control for CF NF-kB inhibitor project, cell-based, uHTS, fluorescence assay plates; KKLEB CF airway cells viability, ATPlite luminescence, overnight; hits give low values; cells stimulated with P. aeruginosa culture filtrate; activity change (cytotoxicity), % at 5 µM; 0.36% of 360,000 active;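 active means corrected activity change at or below -50% at 5 µM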
NCOA3 inh: SRC3 coactivator transcriptional activity inhibitors, primary screen, cell-based, luminescence | inhibition, % at 3.6 µM | Nuclear receptor coactivator 3 (Homo sapiens), Q9Y6Q9 | 0.17% of 360,000 active | HEK293 GAL4-SRC3 luciferase reporter | AID 588352, 2011;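 active means inhibition above a per-campaign cutoff, the mean of all compounds plus 3 SD, cut at about 60% in these data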;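 further: 0% = DMSO-treated cells and 100% = gossypol-treated cells at 36 µM; higher means less SRC3-driven luciferase light from the GAL4 reporter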
TWEAK Fn14 block: inhibitors of TWEAK-Fn14 signaling, primary screen, luciferase reporter cells, uHTS; inhibition, % at 10 µM; 2% of 360,000 active; TWEAK-stimulated Fn14 reporter cells, luciferase luminescence, 8 h; in the data active means inhibition above about 50%
NR5A2 inv ag: LRH-1 (NR5A2) inverse agonists, primary screen, cell-based, luminescence, HEK293T, StAR-luciferase reporter | Nuclear receptor subfamily 5 group A member 2 (Homo sapiens), O00482 | LRH-1 transfected, 24 h | inhibition, % at 3.6 µM | 0.13% of 360,000 active | AID 602396, 2012;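 active means inhibition above the mean inhibition of all tested compounds plus 3 SD, cut at about 73% in these data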;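 further: 0% = DMSO wells and 100% = reporter-only cells lacking LRH-1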
Target sequence (O00482 whole entry, looked up): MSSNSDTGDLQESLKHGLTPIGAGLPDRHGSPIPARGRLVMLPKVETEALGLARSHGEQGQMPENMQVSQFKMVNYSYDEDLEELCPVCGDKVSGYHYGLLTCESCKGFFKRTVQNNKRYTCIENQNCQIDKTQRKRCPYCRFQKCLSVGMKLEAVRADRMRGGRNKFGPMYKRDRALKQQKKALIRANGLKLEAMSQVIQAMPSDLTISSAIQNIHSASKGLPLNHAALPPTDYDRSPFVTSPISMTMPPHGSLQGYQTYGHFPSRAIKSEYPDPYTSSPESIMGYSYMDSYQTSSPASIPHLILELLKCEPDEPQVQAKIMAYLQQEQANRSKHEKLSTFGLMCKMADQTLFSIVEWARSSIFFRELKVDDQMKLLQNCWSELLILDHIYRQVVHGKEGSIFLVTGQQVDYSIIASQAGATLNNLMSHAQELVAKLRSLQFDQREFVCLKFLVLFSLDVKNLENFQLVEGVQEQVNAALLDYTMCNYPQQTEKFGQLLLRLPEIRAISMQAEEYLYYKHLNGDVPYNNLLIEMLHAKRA
CF NFkB block: inhibitors of PAF-induced NF-kB signaling, primary screen, cell-based, GFP fluorescence, uHTS; KKLEB NF-kB-GFP reporter, GFP fluorescence overnight; inhibition, % at 5 µM; 0.86% of 360,000 active;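 active means at least 50% inhibition at 5 µM, scaled per plate between neutral and stimulator controls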;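 further: PAF is a Pseudomonas aeruginosa culture filtrate used as stimulus; plate controls were PAF-stimulated DMSO wells for no effect and unstimulated DMSO wells for full effect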
NCOA2 inhibitor: inhibition of GAL4-SRC2 driven luciferase reporter, primary screen, SRC2 inhibitor project, cell-based, luminescence. Nuclear receptor coactivator 2 (Homo sapiens), Q15596. HEK293 GAL4-SRC2 luciferase reporter. inhibition, % at 9 µM. 0.17% of 370,000 active;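 active means inhibition above the mean inhibition of all tested compounds plus 3 SD, set per campaign, cut at about 52% in these data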;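 further: 0% = DMSO treated cells and 100% = cells given Gossypol at 36 µM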
TROY signal inh: inhibitors of TROY-driven NF-kB signaling, primary screen, Q293 LMP1-TROYcd cells, NF-kB luciferase, uHTS; inhibition, % at 10 µM; Q293 LMP1-TROYcd NF-kB luciferase reporter, 4 h; 0.98% of 360,000 active;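 active means compounds whose plate-normalised and pattern-corrected inhibition of the luciferase reporter signal at the single screening dose is 50% or more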
C8 TRAIL sens: viability loss with TRAIL in NB7+C8 cells, primary screen, TRAIL sensitizer project, cell-based, ATPlite luminescence; inhibition (viability loss, TRAIL sensitization), % at 10 µM; 1% of 360,000 active; AID 624354, 2012;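 active means compounds causing at least 50% loss of cell viability in the single-dose screen, relative to plate controls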
NCOA1 inh: SRC1 coactivator transcriptional activity inhibitors, primary screen, cell-based, luminescence. HEK293 GAL4-SRC1 luciferase reporter. AID 588354, 2011. 0.12% of 360,000 active. Nuclear receptor coactivator 1 (Homo sapiens), Q15788. inhibition, % at 3.6 µM;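 active means inhibition above the campaign mean plus 3 SD, with each screening campaign given its own cutoff, cut at about 60% in these data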;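 further: 0% = DMSO treated cells and 100% = gossypol at 36 µM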
LMP1 NFkB inh: EBV LMP1-driven NF-kappaB luciferase reporter inhibitors, primary screen, cell-based, luminescence, single point. 0.69% of 350,000 active. inhibition, % at 12.5 µM. LMP1-induced NF-kappaB luciferase reporter cells; in the data active means inhibition above about 41%;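 further: 0% = neutral control wells and 100% = reference inhibitor control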
NR2F2 inh: NR2F2 transcriptional activity inhibitors, primary screen, cell-based, luciferase reporter, HEK293T, luminescence; HEK293T NGFI-A luciferase reporter; inhibition, % at 8.6 µM; 0.7% of 370,000 active; AID 686940, 2013;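 active means inhibition above a per-plate cutoff, mean inhibition of test wells between control levels plus 3 SD, cut at about 38% in these data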;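 further: cells cotransfected with COUP-TFII expression vector driving the NGFI-A reporter; 0% = median of COUP-TF2 test wells and 100% = reporter-only cells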
Target sequence (P24468 whole entry, looked up): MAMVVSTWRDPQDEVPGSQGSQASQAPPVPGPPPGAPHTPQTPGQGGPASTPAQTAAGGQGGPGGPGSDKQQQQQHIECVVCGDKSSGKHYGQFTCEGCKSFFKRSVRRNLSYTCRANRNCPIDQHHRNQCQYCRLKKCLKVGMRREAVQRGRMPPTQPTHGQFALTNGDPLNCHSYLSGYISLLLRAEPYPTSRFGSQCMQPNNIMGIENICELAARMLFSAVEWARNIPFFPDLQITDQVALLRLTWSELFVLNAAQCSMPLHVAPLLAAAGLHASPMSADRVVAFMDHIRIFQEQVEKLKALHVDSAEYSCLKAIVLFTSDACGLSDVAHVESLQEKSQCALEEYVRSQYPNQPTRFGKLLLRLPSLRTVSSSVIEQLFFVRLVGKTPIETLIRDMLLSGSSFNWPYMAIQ
Numbers without * were called inactive; & = joins results of further samples. No enrichment for hits (roughly 4.2% active in at least one column).

Results for CS(=O)(=O)c1ccc(Cl)c(NC(=O)CSc2n[nH]c(N)n2)c1 ?
KKLEB tox: -17; NCOA3 inh: 10; TWEAK Fn14 block: -2; NR5A2 inv ag: -18; CF NFkB block: 6; NCOA2 inhibitor: 0; TROY signal inh: -3; C8 TRAIL sens: 0; NCOA1 inh: -22; LMP1 NFkB inh: 3; NR2F2 inh: -13

Results for CC(=O)c1nn(-c2cccc(Br)c2)cc1C(=O)c1ccc(C)cc1 ?
KKLEB tox: -1; NCOA3 inh: -24; TWEAK Fn14 block: -8; NR5A2 inv ag: 11; CF NFkB block: 0; NCOA2 inhibitor: 2; TROY signal inh: 4; C8 TRAIL sens: -15; NCOA1 inh: -22; LMP1 NFkB inh: -2; NR2F2 inh: 11

How did Cc1nc(S(=O)(=O)Cc2ccccc2)nc2c1CCC2 do in these assays?
KKLEB tox: 14; NCOA3 inh: -12; TWEAK Fn14 block: 9; NR5A2 inv ag: -17; CF NFkB block: 1; NCOA2 inhibitor: 0; TROY signal inh: -12; C8 TRAIL sens: -5; NCOA1 inh: -5; LMP1 NFkB inh: -4; NR2F2 inh: -3

What do the screens show for `CCC(=O)OCCNc1cc(Sc2nccn2C)c2nonc2c1[N+](=O)[O-]`?
KKLEB tox: -78*; NCOA3 inh: -1; TWEAK Fn14 block: 37; NR5A2 inv ag: -16; CF NFkB block: 89*; NCOA2 inhibitor: -33; TROY signal inh: 44; C8 TRAIL sens: 18; NCOA1 inh: 7; LMP1 NFkB inh: 26; NR2F2 inh: 13

How did Cc1cc(C)nc(NC2=NCC(=O)N2CCc2c[nH]c3ccccc23)n1 do in these assays?
KKLEB tox: 20; NCOA3 inh: -1; TWEAK Fn14 block: 18; NR5A2 inv ag: -2; CF NFkB block: -6; NCOA2 inhibitor: 3; TROY signal inh: -11; C8 TRAIL sens: -1; NCOA1 inh: -7; LMP1 NFkB inh: -3; NR2F2 inh: 20

How did COc1cccc(C(=O)N2CCN(c3ccc(N4CCOCC4)nn3)CC2)c1 do in these assays?
KKLEB tox: -1; NCOA3 inh: -4; TWEAK Fn14 block: 4; NR5A2 inv ag: 6; CF NFkB block: 6; NCOA2 inhibitor: 17; TROY signal inh: -11; C8 TRAIL sens: 7; NCOA1 inh: 0; LMP1 NFkB inh: -3; NR2F2 inh: -5

How did COc1ccc(S(=O)(=O)N2CCOCC2)cc1NC(=O)C1CCN(S(=O)(=O)c2ccc(Cl)cc2)CC1 do in these assays?
KKLEB tox: -3; NCOA3 inh: 2; TWEAK Fn14 block: -1; NR5A2 inv ag: 20; CF NFkB block: 13; NCOA2 inhibitor: 6; TROY signal inh: 3; C8 TRAIL sens: -6; NCOA1 inh: -15; LMP1 NFkB inh: -5; NR2F2 inh: -6

How did O=[N+]([O-])c1ccc(COc2ccc(CNc3ccccc3)cc2)cc1 do in these assays?
KKLEB tox: -5; NCOA3 inh: -6; TWEAK Fn14 block: -26; NR5A2 inv ag: 13; CF NFkB block: 6; NCOA2 inhibitor: -38; TROY signal inh: -50; C8 TRAIL sens: 10; NCOA1 inh: -11; LMP1 NFkB inh: -3; NR2F2 inh: -16

How did CCn1c(=O)c2ccccc2n(CC(=O)NCCC2=CCCCC2)c1=O do in these assays?
KKLEB tox: 3; NCOA3 inh: 2; TWEAK Fn14 block: 8; NR5A2 inv ag: -28; CF NFkB block: 8; NCOA2 inhibitor: 3; TROY signal inh: -2; C8 TRAIL sens: 29; NCOA1 inh: 17; LMP1 NFkB inh: 5; NR2F2 inh: -7

How did COc1ccc(/C=N/NC(=O)CC(=O)NCc2cccnc2)c(OC)c1 do in these assays?
KKLEB tox: -3; NCOA3 inh: 0; TWEAK Fn14 block: 4; NR5A2 inv ag: -10; CF NFkB block: 10; NCOA2 inhibitor: 15; TROY signal inh: 11; C8 TRAIL sens: -14; NCOA1 inh: -1; LMP1 NFkB inh: 1; NR2F2 inh: -11

Results for CN1CCN(c2ccc(S(=O)(=O)N3CCOCC3)cc2NC(=O)COc2ccc(C#N)cc2)CC1 ?
KKLEB tox: 6; NCOA3 inh: 0; TWEAK Fn14 block: -5; NR5A2 inv ag: 29; CF NFkB block: -17; NCOA2 inhibitor: 10; TROY signal inh: 8; C8 TRAIL sens: -1; NCOA1 inh: -24; LMP1 NFkB inh: -1; NR2F2 inh: 5

Results for COc1ccc(C(=O)N/N=C/c2ccc(OC)c(COc3ccc(F)cc3F)c2)cc1 ?
KKLEB tox: 13; NCOA3 inh: 0; TWEAK Fn14 block: 38; NR5A2 inv ag: 11; CF NFkB block: -33; NCOA2 inhibitor: 3; TROY signal inh: -26; C8 TRAIL sens: 0; NCOA1 inh: 6; LMP1 NFkB inh: 0; NR2F2 inh: 11

What do the screens show for `CCC(C)Sc1cccc(-c2nc3ccc(C)cn3c2NCc2ccccc2)c1` (centres undefined)?
KKLEB tox: 3; NCOA3 inh: 15; TWEAK Fn14 block: 16&0; NR5A2 inv ag: 22&9; CF NFkB block: 10; NCOA2 inhibitor: -17&-4; TROY signal inh: 8&-21; C8 TRAIL sens: 21&26; NCOA1 inh: 5; LMP1 NFkB inh: -3; NR2F2 inh: -13&8

Results for Cc1ccc(OCC(=O)N2CC(C)OC(C)C2)c([N+](=O)[O-])n1 (centres undefined) ?
KKLEB tox: 14; NCOA3 inh: -5; TWEAK Fn14 block: 16; NR5A2 inv ag: 10; CF NFkB block: -17; NCOA2 inhibitor: -4; TROY signal inh: 1; C8 TRAIL sens: 20; NCOA1 inh: -1; LMP1 NFkB inh: 4; NR2F2 inh: -15

How did CCc1cc(-c2n[nH]c(C)c2-c2nc3ccccc3n2C)c(O)cc1O do in these assays?
KKLEB tox: -13; NCOA3 inh: 17; TWEAK Fn14 block: 25; NR5A2 inv ag: 4; CF NFkB block: 9; NCOA2 inhibitor: 9; TROY signal inh: 35; C8 TRAIL sens: -31; NCOA1 inh: 6; LMP1 NFkB inh: 5; NR2F2 inh: -11

Continued, starting with the last two of the part before.
Results for Cc1ccc(OCC(=O)N2CC(C)OC(C)C2)c([N+](=O)[O-])n1 (centres undefined) ?
KKLEB tox: 14; NCOA3 inh: -5; TWEAK Fn14 block: 16; NR5A2 inv ag: 10; CF NFkB block: -17; NCOA2 inhibitor: -4; TROY signal inh: 1; C8 TRAIL sens: 20; NCOA1 inh: -1; LMP1 NFkB inh: 4; NR2F2 inh: -15

How did CCc1cc(-c2n[nH]c(C)c2-c2nc3ccccc3n2C)c(O)cc1O do in these assays?
KKLEB tox: -13; NCOA3 inh: 17; TWEAK Fn14 block: 25; NR5A2 inv ag: 4; CF NFkB block: 9; NCOA2 inhibitor: 9; TROY signal inh: 35; C8 TRAIL sens: -31; NCOA1 inh: 6; LMP1 NFkB inh: 5; NR2F2 inh: -11

How did CCCNC(=O)c1cc(C2CCCN(C(=O)c3cc(F)ccc3C)C2)on1 (centres undefined) do in these assays?
KKLEB tox: 0; NCOA3 inh: 2; TWEAK Fn14 block: -5; NR5A2 inv ag: 0; CF NFkB block: 14; NCOA2 inhibitor: -11; TROY signal inh: 0; C8 TRAIL sens: 1; NCOA1 inh: -6; NR2F2 inh: -2

What do the screens show for `CSc1nc2[nH]ncc2c(=O)[nH]1`?
KKLEB tox: -1; NCOA3 inh: 16; TWEAK Fn14 block: 5; NR5A2 inv ag: 4; CF NFkB block: -1; NCOA2 inhibitor: 18; TROY signal inh: -3; C8 TRAIL sens: -1; NCOA1 inh: 25; LMP1 NFkB inh: -9; NR2F2 inh: -6

What do the screens show for `Cc1ccc(-n2c(C)nc3c(cnn3-c3ccc(F)cc3)c2=O)cc1C`?
KKLEB tox: 0; NCOA3 inh: 21; TWEAK Fn14 block: -4; NR5A2 inv ag: -2; CF NFkB block: 1; NCOA2 inhibitor: -47; TROY signal inh: -6; C8 TRAIL sens: 10; NCOA1 inh: -5; LMP1 NFkB inh: 11; NR2F2 inh: 8

What do the screens show for `CCSc1nnc(NC(=O)CSc2nnc(C)c(=O)n2N)s1`?
KKLEB tox: -7; NCOA3 inh: 12; TWEAK Fn14 block: -1; NR5A2 inv ag: -29; CF NFkB block: 23; NCOA2 inhibitor: -8; TROY signal inh: 4; C8 TRAIL sens: -16; NCOA1 inh: -5; LMP1 NFkB inh: 2; NR2F2 inh: 24

What do the screens show for `O=C(O)CSc1nccc2ccccc12`?
KKLEB tox: -3; NCOA3 inh: 7; TWEAK Fn14 block: -2; NR5A2 inv ag: 13; CF NFkB block: -4; NCOA2 inhibitor: -18; TROY signal inh: 1; C8 TRAIL sens: -7; NCOA1 inh: 2; LMP1 NFkB inh: 7; NR2F2 inh: 1

What do the screens show for `C=CCn1c(C)cc(C(=O)CSc2nnc(-c3cccc(S(=O)(=O)N(CC)CC)c3)o2)c1C`?
KKLEB tox: 5; NCOA3 inh: 8; TWEAK Fn14 block: 20; NR5A2 inv ag: -6; CF NFkB block: -18; NCOA2 inhibitor: 4; TROY signal inh: 9; C8 TRAIL sens: 24; NCOA1 inh: -24; LMP1 NFkB inh: 0; NR2F2 inh: 3

How did O=C(COc1coc(CN2CCN(c3ccccc3)CC2)cc1=O)NCC1CCCO1 (centres undefined) do in these assays?
KKLEB tox: 2; NCOA3 inh: 0; TWEAK Fn14 block: 8; NR5A2 inv ag: -4; CF NFkB block: 0; NCOA2 inhibitor: -29; TROY signal inh: -8; C8 TRAIL sens: -19; NCOA1 inh: -2; LMP1 NFkB inh: -6; NR2F2 inh: 13

Results for CCc1nc2ccc(C(=O)NCCN3CCOCC3)cn2c1N(C=O)Cc1ccc(OC)cc1 ?
KKLEB tox: -4; NCOA3 inh: -4; TWEAK Fn14 block: -7; NR5A2 inv ag: 1; CF NFkB block: 10; NCOA2 inhibitor: -20; TROY signal inh: -14; C8 TRAIL sens: 1; NCOA1 inh: -9; NR2F2 inh: 0

Structural class, the entries above with a Cl atom.
Results for CS(=O)(=O)c1ccc(Cl)c(NC(=O)CSc2n[nH]c(N)n2)c1 ?
KKLEB tox: -17; NCOA3 inh: 10; TWEAK Fn14 block: -2; NR5A2 inv ag: -18; CF NFkB block: 6; NCOA2 inhibitor: 0; TROY signal inh: -3; C8 TRAIL sens: 0; NCOA1 inh: -22; LMP1 NFkB inh: 3; NR2F2 inh: -13

How did COc1ccc(S(=O)(=O)N2CCOCC2)cc1NC(=O)C1CCN(S(=O)(=O)c2ccc(Cl)cc2)CC1 do in these assays?
KKLEB tox: -3; NCOA3 inh: 2; TWEAK Fn14 block: -1; NR5A2 inv ag: 20; CF NFkB block: 13; NCOA2 inhibitor: 6; TROY signal inh: 3; C8 TRAIL sens: -6; NCOA1 inh: -15; LMP1 NFkB inh: -5; NR2F2 inh: -6
